HCMV inh: blocks human cytomegalovirus replication; 4.5% of 410,000 active; HFF cells, HCMV-luciferase reporter, 72 h; active compounds read low; activity change, negative = inhibition, % at 57.5 µM; AID 1259415; in the data active means activity change below about -60%; inconclusive means no clear call, values can overlap the other calls; inactive means above about -39%
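Steps: HFFs plated, 16 h 37C; compounds added; HCMV-luciferase added to MOI 1 PFU/cell; 72 h 37C; OneGlo reagent, 5 min room temperature; luminescence read, normalized to controls.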
Sm TGR block: blocks Schistosoma mansoni thioredoxin glutathione reductase; purified TGR, DTNB reduction, TNB absorbance 405 nm; Potency, µM (top dose mostly 114 µM), for the others: at the highest dose activity change, negative = inhibition, hits mostly inhibitors; 3% of 360,000 active; further: potency means the concentration at half of the fitted maximal effect; nearly all actives have a fitted effect of over 60% in size
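First, TGR (20 nM dispensed) and NADPH were mixed with compound. Second, a 15 min room-temperature incubation followed. Third, further NADPH and then DTNB were added to start the reaction. Finally, TNB absorbance was monitored kinetically.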
AmpC inh detg: blocks E. coli AmpC beta-lactamase in detergent assay. P00811. AmpC hydrolysis of nitrocefin, absorbance 480 nm, 0.01% Triton. Potency, µM (highest dose often 114 µM), for the others: at the top dose activity change, negative = inhibition, most hits filed as inhibitors. 0.041% of 370,000 active;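 further: potency means the concentration at half of the fitted maximal effect; 0% = no-compound wells and -100% = no-enzyme wells; nearly all actives have a fitted effect of over 25% in size; some results filed as inactive show a strong effect at the top dose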
Target sequence (P00811 whole entry, looked up): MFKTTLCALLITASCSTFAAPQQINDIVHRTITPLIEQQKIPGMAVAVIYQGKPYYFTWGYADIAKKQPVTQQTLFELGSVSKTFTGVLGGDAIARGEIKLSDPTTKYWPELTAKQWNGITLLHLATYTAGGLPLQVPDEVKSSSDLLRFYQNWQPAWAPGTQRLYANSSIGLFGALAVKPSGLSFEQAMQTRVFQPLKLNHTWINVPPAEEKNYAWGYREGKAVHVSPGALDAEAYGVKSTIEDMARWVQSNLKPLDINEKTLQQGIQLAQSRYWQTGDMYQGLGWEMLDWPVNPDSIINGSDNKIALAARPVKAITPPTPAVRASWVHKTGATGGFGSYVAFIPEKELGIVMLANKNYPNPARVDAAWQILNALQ
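AmpC (5.3 nM in the dispensed reagent) in 20 mM phosphate pH 7.0 with 0.01% (detergent screen) or 0.0001% Triton X-100 was preincubated with compounds for 15 min at room temperature. Nitrocefin was then added from an 800 uM solution, and hydrolysis was followed at 480 nm.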
LmPK inh: blocks Leishmania mexicana pyruvate kinase activity. Q27686. purified LmPK, Kinase-Glo ATP luminescence, 1 h. Potency, µM (top dose mostly 57.5 µM), for the others: at the highest dose activity change, negative = inhibition, usual class: inhibitors. 0.37% of 290,000 active; further: potency means the concentration at half of the fitted maximal effect
Target sequence (Q27686 whole entry, looked up): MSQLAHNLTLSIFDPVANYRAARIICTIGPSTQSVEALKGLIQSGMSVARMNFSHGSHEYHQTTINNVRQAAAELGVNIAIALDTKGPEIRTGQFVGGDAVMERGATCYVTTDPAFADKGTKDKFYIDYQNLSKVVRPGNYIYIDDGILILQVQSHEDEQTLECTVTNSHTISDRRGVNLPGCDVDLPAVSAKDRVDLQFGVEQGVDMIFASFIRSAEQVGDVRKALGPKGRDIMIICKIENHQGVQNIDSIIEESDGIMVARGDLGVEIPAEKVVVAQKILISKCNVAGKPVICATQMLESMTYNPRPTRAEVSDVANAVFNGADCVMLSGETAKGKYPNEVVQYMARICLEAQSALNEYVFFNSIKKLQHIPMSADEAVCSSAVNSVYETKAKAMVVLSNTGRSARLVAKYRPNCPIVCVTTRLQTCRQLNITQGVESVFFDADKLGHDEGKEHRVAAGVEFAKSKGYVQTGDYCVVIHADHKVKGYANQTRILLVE
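Purified LmPK (0.1 nM) converted ADP (0.1 mM) to ATP with PEP (0.5 mM) in imidazole buffer pH 7.2 with KCl and MgCl2, 1 h at room temperature. ATP was read by Kinase-Glo luminescence; data normalized to uninhibited and no-enzyme controls.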
TbPYK inhibitor: inhibitors of Trypanosoma brucei pyruvate kinase. Q57TT1. TbPYK enzyme, Kinase-Glo Plus ATP luminescence, 45 min. Potency, µM (top dose mostly 76.8 µM), for inactives: top-dose activity, negative = inhibition, actives largely listed as inhibitors. 0.12% of 410,000 active. AID 624173; further: potency means the concentration at half of the fitted maximal effect; nearly all actives have a fitted effect of over 50% in size
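Glycolytic pyruvate kinase of T. brucei was incubated with substrate, test compound and 130 uM ADP for 45 minutes at room temperature. Luminescent Kinase-Glo Plus signal was measured after 10 minutes.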
AMA1 RON2 block: disrupts binding of P. falciparum AMA1 to RON2; Potency, µM (titrated, usually from 58.2 µM), for the others: top-dose activity change, negative = inhibition, actives largely listed as inhibitors; AID 720542; AlphaScreen AMA1-biotinylated RON2 peptide binding; 0.2% of 360,000 active;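 further: potency means the concentration at half of the fitted maximal effect; 0% = vehicle wells and -100% = peptide control; nearly all actives have a fitted effect of over 45% in size; some results filed as inactive show a strong effect at the top dose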
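AMA1 (3D7) with his tag at 25 nM final met compounds first, then biotinylated RON2 peptide at 25 nM; detection used donor plus acceptor beads, 10 µg/mL apiece, read by AlphaScreen after 30 min at room temperature.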
AmpC inh no detg: inhibitors of E. coli AmpC beta-lactamase without detergent; AmpC nitrocefin hydrolysis, absorbance 480 nm, 0.0001% Triton; Potency, µM (highest dose often 57.1 µM), for the others: at the top dose activity change, negative = inhibition, most hits filed as inhibitors; 0.52% of 330,000 active;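 further: potency means the concentration at half of the fitted maximal effect; plate controls were no compound for no effect and no enzyme for full effect; nearly all actives have a fitted effect of over 20% in size; some results filed as inactive show a strong effect at the top dose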
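20 mM phosphate pH 7.0 + 0.01% (detergent screen) or 0.0001% Triton X-100; 5.3 nM AmpC reagent; cpd preinc 15 min RT; nitrocefin (800 uM stock) to start; A480 q20 s × 4 min; Activity was normalised to no-enzyme and no-compound control wells.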
Numbers without * were called inactive; u = inconclusive; x = no result given; [ ] = dose if it differs, or a comment. Unless noted, the call rests on the fitted dose curve; in most records, active means well fitted curve in the direction sought with a large enough effect; inconclusive means small, poorly fitted or top-dose-only effect, or another doubt; inactive means no such curve, though single readings can be large; an effect the other way counts as inactive or inconclusive. Unless noted, on the % scale 0 is the no-effect control and ±100 the full control effect. This is a random part of the collection; overall some 7.4% were active at least once.

| SMILES | HCMV inh | Sm TGR block | AmpC inh detg | LmPK inh | TbPYK inhibitor | AMA1 RON2 block | AmpC inh no detg |
| --- | --- | --- | --- | --- | --- | --- | --- |
| COC(=O)C(c1ccccc1)N(Cc1cccc(CN(C(C(=O)OC)c2ccccc2)S(C)(=O)=O)c1)S(C)(=O)=O (stereo not given) | -3.8 | -23.7% | u | 1.9% | -11.0% | -3.8% | 150.9%[activator] |
| COc1cc(OC)cc(C(=O)NCC(=O)N2CCCCCCC2)c1 | 154.7 | 1.7% | 5.1% | x | -1.5% | -5.2% | -7.7% |
| CCC(C)NC(=O)CC(c1ccc(OC)cc1)n1cccc1 (stereo not given) | 22.2 | 6.3% | -6.4% | -0.4% | -1.5% | 1.3% | -7.6% |
| CCCC(=O)Nc1cc(C)c2c(=O)oc3ccccc3c2n1 | 51.8 | 3.5% | 5.0% | 7.6% | -3.9% | -0.9% | -24.3% |
| CC(=O)Nc1cccc(Nc2cnccn2)c1 | 21.0 | x | x | x | 6.2% | 2.0% | x |
| CCCCC(=O)NS(=O)(=O)c1ccc(N=NN2CCOCC2)cc1 | 4.8 | -15.3% | -10.1% | 0.2% | -1.4% | 5.7% | -18.8% |
| COc1cccc(OCC(=O)NNC(=O)C(=O)N2CCCC2)c1 | 12.0 | -17.6% | -12.7% | 2.6% | -10.5% | 37.2%[activator] | -23.7% |
| CCOC(=O)c1nc2ccccc2c(=O)[nH]1 | -19.4 | 14.0% | 4.1% | -0.8% | -1.9% | 16.5% | -11.8% |
| C=CCNC(=O)c1ccc2c3n(nc2c1)-c1ccc(Cl)cc1CO3 | 34.0 | x | x | x | 1.9% | -0.3% | x |
| CC(C)CCNC(=O)C1CCC(CNS(=O)(=O)c2ccc(Cl)cc2)CC1 (stereo not given) | -33.0 | 0.0% | -11.2% | -4.1% | 2.5% | -7.6% | 0.0% |
| O/N=C/c1cn(-c2ccccc2)nc1-c1cccnc1 | -13.6 | 9.9% | -10.3% | 0.2% | -0.8% | -3.5% | -5.3% |
| O=C(O)CCC(=O)N1CCN(c2nc(-c3ccccc3)c3ccccc3n2)CC1 | -33.7 | 6.2% | -5.0% | 2.7% | 0.0% | 6.0% | 11.3% |
| Cc1nc2c(=O)[nH]c3ccccc3c2o1 | -3.7 | 1.4% | 9.1% | 0.2% | 2.8% | 6.7% | -6.1% |
| COc1ccc(CCNC(=O)Cc2ccc(OCc3ccccc3)c(OC)c2[N+](=O)[O-])cc1OCc1ccccc1 | -27.1 | -2.9% | -4.2% | 2.2% | -3.1% | 4.0% | 12.0% |
| CCC(Sc1nc2ncccc2[nH]1)C(=O)Nc1ccccc1F (stereo not given) | 7.5 | 2.9% | 10.1% | x | 3.8% | x | x |
| CN(CC(=O)Nc1ccc(N2CCOCC2)cc1)C(=O)c1cccc(Cl)c1Cl | -4.4 | 2.1% | 0.1% | x | -10.9% | -13.9% | 4.3% |
| CO/N=C\CC(=O)Nc1ccc(Oc2ccccc2)cc1 | -70.2* | 1.3% | -5.0% | -16.6% | 2.5% | -4.7% | -17.7% |
| Cc1cccc(-c2noc(CNC(=O)c3ccccc3Br)n2)c1 | -18.5 | 18.3% | 12.7% | x | 1.0% | x | x |
| O=C(Cc1csc(-c2ccc(F)cc2)n1)Nc1cccc(S(=O)(=O)NC2=NCCC2)c1 | u | -14.8% | -0.4% | x | -0.7% | 10.3% | -10.1% |
| COc1ccc(Oc2nc3ccccc3n(C)c2=O)cc1 | u | 5.4% | u | 3.9% | -9.6% | -3.7% | -3.0% |
| Cc1onc(-c2c(Cl)cccc2Cl)c1C(=O)NN1CCCCCC1 | -5.2 | 4.0% | -13.6% | 3.2% | 5.9% | 26.4% | -11.3% |
| Nc1c(-c2nc(-c3cccs3)no2)nnn1-c1cccc(F)c1 | 72.3 | 6.3% | -0.3% | x | 1.5% | x | x |
| O=[N+]([O-])c1ccc(Cl)c(NC(=S)N2CCCC2)c1 | -11.8 | -10.8% | -1.1% | 2.5% | -1.1% | -11.2% | 10.3% |
| COc1ccccc1NS(=O)(=O)c1ccc2[nH]c(=O)[nH]c2c1 | -8.3 | 6.6% | 0.2% | 1.8% | 3.6% | -16.3% | -11.9% |
| Cc1ccc(NC(=O)c2ccc(S(=O)(=O)N(C)c3ccccc3)cc2)cc1S(=O)(=O)N1CCOCC1 | 0.0 | x | x | x | 1.5% | 3.4% | x |
| Cc1ccc(OCC(=O)N2c3ccccc3CC2C)c([N+](=O)[O-])n1 (stereo not given) | -16.2 | -10.5% | -2.9% | 1.4% | -0.4% | -13.3% | -3.1% |
| COc1ccc(NC2CCCN(C(=O)c3cn(C)c4ccccc34)C2)cc1 (stereo not given) | 25.5 | -17.2% | 5.6% | -2.1% | -12.9% | -14.9% | 23.7% |
| CC(=O)Nc1ccc(NC(=O)c2nc(S(=O)(=O)Cc3cccc(C)c3)ncc2Cl)cc1 | -101.3* | 7.08µM* | -5.1% | -7.0% | -3.3% | -3.2% | -0.4% |
| Cc1ccc(-c2nc(S(=O)(=O)c3ccc(C)cc3)c(SCC(=O)NCC3CCCO3)o2)cc1 (stereo not given) | -35.1 | -13.3% | -3.6% | 0.7% | 2.2% | -7.3% | -9.2% |
| Cc1noc(NS(=O)(=O)c2ccc(NC(=O)CSc3nc4c(cc3C#N)CCCC4)cc2)c1C | 98.8 | 0.0% | -9.0% | 4.1% | -28.1% | -1.4% | -53.3% |
| CCOC(=O)Cn1cnc2c(nnn2-c2cccc(Cl)c2)c1=O | 4.2 | -1.5% | 2.6% | -6.3% | 0.7% | -4.7% | -14.4% |
| CCN(c1ccc(C(O)(C(=O)OC)C(F)(F)F)cc1)S(=O)(=O)c1ccc(C)cc1 (stereo not given) | -9.3 | 3.5% | -1.1% | 11.1% | -2.6% | 32.8%[activator] | 17.0% |
| CC(=O)O[C@H]1[C@H](O)[C@H](Oc2c(O)c(C)c3c4c2[C@@H](C)CC[C@@H]4[C@@H](C)C[C@H]3C=C(C)C)O[C@@H](C)[C@H]1O | x | x | x | x | 7.0% | -10.6% | 201.7%[activator] |
| CCC1(c2ccccc2)NC(=O)N(CC(=O)NCc2ccccc2OC)C1=O (stereo not given) | u | 1.0% | 5.3% | 3.2% | 7.0% | 1.3% | 4.0% |
| CCNS(=O)(=O)c1ccc(C(=O)OCC(=O)N2CCCc3ccccc32)cc1 | 10.5 | -0.2% | 1.7% | x | 0.4% | 5.0% | 1.8% |
| Cc1ccc(-c2nnc(Nc3ccc(OCC(N)=O)cc3)c3ccccc23)cc1S(=O)(=O)N(C)C | u | -1.9% | 9.0% | x | -4.9% | x | x |
| CC(C)(c1ccccc1)c1ccc(OCC2CO2)cc1 (stereo not given) | 31.3 | 1.9% | -13.0% | 8.6% | 6.4% | 32.8%[activator] | -2.9% |
| Cc1ccc(C)c(C(=O)CCC(=O)OCn2nnc3ccccc3c2=O)c1 | -34.3 | -25.5% | 1.8% | x | -10.3% | 0.0% | -15.4% |
| CC1(C)C(=O)C2(CCCCC2)C(=O)OC1c1cccc([N+](=O)[O-])c1 (stereo not given) | -28.5 | -6.0% | -14.4% | 0.2% | -3.9% | -15.9% | -15.7% |
| CC(C)Oc1ccc(CNC(=O)CN2C(=O)CCc3cc(S(=O)(=O)N4CCCCC4)ccc32)cc1 | -18.4 | 0.8% | -1.9% | x | 4.0% | x | x |
| CCOc1cc(C(=O)Nc2cccc(C(C)=O)c2)ccc1OCC(=O)N1CCCCC1 | 33.9 | -11.0% | u | -0.8% | -15.6% | -1.3% | -12.4%[11.4 µM] |
| COCCNC(=S)Nc1ccc(S(=O)(=O)Nc2ncccn2)cc1 | 1.6 | -24.1% | 10.5% | -0.8% | -3.1% | -7.3% | -26.2% |
| OCCCc1nc2n(n1)C(c1ccccc1)C=C(c1ccccc1)N2 (stereo not given) | x | 25.1µM* | u | 1.5% | 1.7% | 17.4% | -12.6% |
| CCc1ccccc1NC(=O)CN(C)S(=O)(=O)c1ccc2c(c1)c(=O)n(C)c(=O)n2C | 14.6 | 25.0% | u | 5.4% | 1.6% | 4.3% | -20.7% |
| COc1ccc(S(=O)(=O)N2CCCCCC2)cc1C(=O)N(C)Cc1ccc(C(C)(C)C)cc1 | -14.8 | -1.8% | -7.2% | -4.9% | -0.4% | 1.1% | 5.6% |
| CCc1nnc(NC(=O)CSc2nnc3c(C)cc4c(C)ccc(C)c4n23)s1 | 22.7 | -2.3% | -3.0% | 2.7% | -12.2% | -0.8% | 2.5% |
| O=C(Nc1cccc(S(=O)(=O)N2CCCCC2)c1)c1ccc([N+](=O)[O-])o1 | 0.0 | -53.3% | -14.4% | 1.8% | 4.2% | 0.0% | -31.1% |
| Cc1onc(-c2c(Cl)cccc2Cl)c1C(=O)Nc1ccc(C(N)=O)cc1 | -5.0 | -8.4% | -0.7% | -1.8% | -5.5% | -7.3% | -11.4% |
| COc1ccc(C(C(=O)NCc2ccccc2)N(C(=O)Cn2nnc3ccccc32)c2ccc(F)cc2)cc1 (stereo not given) | u | 0.8% | 2.4% | x | -1.9% | x | x |
| Cc1ccc(NC(=O)C(C)Sc2nnc3ccccn23)cc1 (stereo not given) | 41.1 | x | x | x | -7.5% | 14.2% | -17.7% |
| Cc1cccc(C(=O)Nc2cccc(C(=O)N/N=C/c3ccccn3)c2)c1 | -8.8 | 0.2% | -7.2% | -10.0% | -7.4% | 102.3%[activator] | -38.8% |
| COc1cccc(CNC(=O)c2ccccc2NC(=O)C2=C(C)OCCS2)c1 | 0.6 | -0.1% | -1.3% | -10.1% | -11.8% | -10.8% | -31.1% |
| Cc1nc(N)nc(N)c1-c1ccc([N+](=O)[O-])cc1 | u | x | x | x | 1.7% | 18.6% | x |

A second format for some results above:
Each structure is followed by: HCMV inh	Sm TGR block	AmpC inh detg	LmPK inh	TbPYK inhibitor	AMA1 RON2 block	AmpC inh no detg
O=C(Nc1cccc(S(=O)(=O)N2CCCCC2)c1)c1ccc([N+](=O)[O-])o1
→ 0.0	-53.3%	-14.4%	1.8%	4.2%	0.0%	-31.1%
Cc1nc(N)nc(N)c1-c1ccc([N+](=O)[O-])cc1
→ u	x	x	x	1.7%	18.6%	x
Cc1ccc(NC(=O)C(C)Sc2nnc3ccccn23)cc1 (stereo not given)
→ 41.1	x	x	x	-7.5%	14.2%	-17.7%
